Coupling enz: inhibits coupling enzyme system, counter-screen for aldolase hits | coupling enzyme system counterscreen, AmpLite Red fluorescence | activity change, negative = inhibition, % at 58.2 µM, hits read low | 290,000 compounds, 0.67% hits | AID 2472; in the data active = activity change below about -30%; note: % is set by controls: 0 for no effect and ±100 for the full control effect
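First, compound is pin-transferred into glyceraldehyde-3-phosphate coupling-enzyme reagent at 57.5 uM final and held 10 min at RT. Next, substrate, coupling system and AmpLite Red are added. After 20 min RT, fluorescence (525/598 nm) is read.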
Giardia killer: kills Giardia lamblia; Giardia lamblia trophozoite viability; activity change, % at 7.66 µM, hits read low; 340,000 compounds, 0.15% hits; AID 540267; in the data active = activity change below about -80%; inconclusive = between about -30% and that limit;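 note: parasites exposed to compound for two days anaerobically before the ATP read; % is set by controls: 0 for no effect and ±100 for the full control effect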
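Giardia lamblia trophozoites (100 cells/well) were incubated with compounds for 48 h at 37 deg C under anaerobic conditions. Viability was read as ATP content by one-step luminescence after 15-30 min at room temperature.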
CXXC DNA block: blocks binding of human MLL CXXC domain to DNA | MLL-CXXC / FITC-HOXA9 DNA fluorescence polarization | Potency, µM (highest dose often 115 µM), for the others: at the highest dose activity change, negative = inhibition, hits mostly inhibitors | 290,000 compounds, 0.037% hits | AID 2662; active = well fitted inhibition curve with a large enough effect in the polarisation, with a control signal flat, not every such curve was filed as active; inconclusive = small, poorly fitted or top-dose-only effect, or effect the other way, or a change in a side signal; inactive = no such curve, though single readings can be large or run the other way; the % refers to the polarisation; note: potency is the fitted concentration of half-maximal effect
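Fluorescence polarization: 7 uM MLL-CXXC (stock) preincubated 5 min with compounds, then 50 nM fluorescein-HOX-A9 DNA (stock) added; 30 min ambient. Buffer 50 mM Tris-HCl pH 7.5, 50 mM NaCl, 1 mM DTT, 0.05% BSA.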
PKM2 activator: increases activity of human pyruvate kinase M2; purified PKM2, Kinase-Glo ATP luminescence, activation; response scale: 0% is enzyme alone, no compound; Potency, µM (highest dose often 57.5 µM), without a hit: at the top dose activation, actives largely listed as activators; 260,000 compounds, 0.34% hits; AID 1631; note: potency is the fitted concentration of half-maximal effect; % is set by controls: 0 for no effect and ±100 for the full control effect; nearly all actives have a fitted effect of over 55% in size
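hPK-M2, >95% pure; 0.1 mM ADP / 0.5 mM PEP final; imidazole pH7.2 buffer w/ 7 mM MgCl2, 50 mM KCl; 1 h RT; Kinase-Glo lum. Intermediate enzyme activity for dual inhibitor/activator qHTS.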
Menin-MLL TR inh: inhibitors of human menin-MLL interaction, mutant MLL peptide; O00255; Menin + Texas Red MLL mutant peptide, fluorescence polarization; Potency, µM (top dose mostly 61.6 µM), for inactives: at the top dose FP activity change, negative = inhibition, usual class: inhibitors; 270,000 compounds, 0.23% hits; AID 1768; active = well fitted inhibition curve with a large enough effect in the polarisation, with a control signal flat, not every such curve was filed as active; inconclusive = small, poorly fitted or top-dose-only effect, or effect the other way, or a change in a side signal; inactive = no such curve, though single readings can be large or run the other way; the % refers to the polarisation; note: potency is the fitted concentration of half-maximal effect; % of control where 0% means no effect; many of its hits are not listed in these tables
B2AR arrestin: beta2AR (human) beta-arrestin recruitment activity; P07550; beta-arrestin recruitment to beta2AR, cell-based reporter; Potency, µM (doses to about 46.1 µM), without a hit: at the highest dose activation, usual class: activators; 330,000 compounds, 0.02% hits; AID 492947;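 note: potency is the fitted concentration of half-maximal effect; 0% = DMSO controls and full agonism = EC100 isoproterenol or metaproterenol; nearly all actives have a fitted effect of over 65% in size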
TRPV1 agonist: agonists of human vanilloid receptor 1 (TRPV1); Q8NER1; TRPV1-expressing cells, Fluo-8 calcium influx, agonist mode; activation, % at 8.33 µM; 320,000 compounds, 0.19% hits; in the data active = activation above about 80%; inconclusive = between about 30% and that limit; note: 0% is about no effect
Target sequence (Q8NER1 whole entry, looked up): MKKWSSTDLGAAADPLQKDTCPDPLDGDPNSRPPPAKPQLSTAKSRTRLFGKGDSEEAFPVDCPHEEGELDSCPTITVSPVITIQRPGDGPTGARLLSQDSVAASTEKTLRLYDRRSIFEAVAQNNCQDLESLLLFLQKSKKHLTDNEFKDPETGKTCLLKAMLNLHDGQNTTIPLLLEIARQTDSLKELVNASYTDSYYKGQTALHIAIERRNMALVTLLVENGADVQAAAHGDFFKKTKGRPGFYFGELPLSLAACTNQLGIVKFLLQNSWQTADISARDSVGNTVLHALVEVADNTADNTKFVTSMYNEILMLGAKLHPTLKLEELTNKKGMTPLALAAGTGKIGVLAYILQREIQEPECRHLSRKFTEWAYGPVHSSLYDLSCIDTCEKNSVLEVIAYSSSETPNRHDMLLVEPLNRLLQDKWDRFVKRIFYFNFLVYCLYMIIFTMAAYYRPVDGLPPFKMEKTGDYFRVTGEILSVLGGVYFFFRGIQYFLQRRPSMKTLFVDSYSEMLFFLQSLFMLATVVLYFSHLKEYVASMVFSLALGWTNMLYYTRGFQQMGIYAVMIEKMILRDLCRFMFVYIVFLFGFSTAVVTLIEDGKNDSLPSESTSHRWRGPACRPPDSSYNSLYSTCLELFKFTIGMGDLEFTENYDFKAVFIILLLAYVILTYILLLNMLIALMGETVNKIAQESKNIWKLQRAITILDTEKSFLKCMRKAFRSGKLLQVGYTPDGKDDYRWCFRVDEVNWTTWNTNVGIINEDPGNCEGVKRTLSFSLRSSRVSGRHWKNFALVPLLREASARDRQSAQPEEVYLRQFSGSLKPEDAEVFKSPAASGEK
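Fluo-8 calcium influx in TRPV1-expressing cells, kinetic read (ex 480/em 520 nm). Compound added and read 3 min for agonist activity, followed by capsaicin at EC20 final and 2 min further read for enhancement.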
USP2a block: inhibitors of human ubiquitin-specific protease USP2a | 330,000 compounds, 0.01% hits | Potency, µM (top dose mostly 38.3 µM), for inactives: top-dose activity change, negative = inhibition, hits mostly inhibitors | USP2 core, Ub-CHOP2 coupled fluorogenic reporter, 485/531 | O75604;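 note: potency is the fitted concentration of half-maximal effect; plate controls were DMSO wells for no effect and full inhibition by NEM control for full effect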
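Deubiquitinase activity read as fluorescence (485/531 nm) after Ub-CHOP2 cleavage activates the enterokinase reporter on its substrate; USP2 core 10nM, Ub-CHOP2 and substrate 25nM each, 30min compound preincubation then 60min RT; data normalized to NEM, curves fitted.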
KCNH2 3.1 inh: inhibitors of human KCNH2 3.1 potassium channel isoform | U2OS KCNH2 3.1, thallium flux FluxOr; stronger effect = lower value | AID 720553 | activity change, % (tested at about 1.8 µM) | 340,000 compounds, 0.95% hits;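 active = maximum activity change below -70%; inconclusive = maximum activity change from -70% to -50%; inactive = maximum activity change above -50%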;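 note: thallium influx rate constant from kinetic fluorescence after stimulation buffer; % is set by controls: 0 for no effect and ±100 for the full control effect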
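Virally transduced U2OS (3.1 isoform, 4 h infection in dark at RT) → overnight 37 C → FluxOr + Red40 in HBSS/HEPES, 45 min → stimulation buffer, 2 min kinetic read → rate constant vs DMSO controls.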
GALK inhibitor: blocks human galactokinase activity | Purified GALK, Kinase-Glo residual ATP luminescence | 270,000 compounds, 0.007% hits | P51570 | Potency, µM (doses to about 57.5 µM), inactives show top-dose activity change, negative = inhibition, hits mostly inhibitors; note: potency is the fitted concentration of half-maximal effect; % is set by controls: 0 for no effect and ±100 for the full control effect
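Quantitative HTS: GALK 5 nM, ATP 35 uM, galactose 100 uM, 1 h room temperature, then luciferase-based ATP detection.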
hERG WT inh: inhibitors of human wildtype KCNH2 potassium channel | Q12809 | U2OS, BacMam KCNH2, thallium flux FluxOr; stronger effect = lower value | activity change, % at 1.84 µM | 340,000 compounds, 0.37% hits;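 active = maximum activity change below -70%; inconclusive = maximum activity change between -70% and -50%; inactive = maximum activity change above -50%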; note: % is set by controls: 0 for no effect and ±100 for the full control effect
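U2OS cells were transduced with wild-type KCNH2 virus (2.03 x 10^8 / mL) for 4 h at room temperature, then cultured overnight at 37 C. Thallium flux was read with FluxOr dye. Rate constants were normalized to DMSO controls.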
Active calls of the source: *; i = inactive; ? = inconclusive; . = no result given; & = joins results of further samples; [ ] = another dose, or the depositor's remark. Unless noted, calls come from the whole dose curve; as a rule, active = well fitted curve in the direction sought with a large enough effect; inconclusive = small, poorly fitted or top-dose-only effect, or another doubt; inactive = no such curve, though single readings can be large; an effect the other way counts as inactive or inconclusive.

SMILES	Coupling enz	Giardia killer	CXXC DNA block	PKM2 activator	Menin-MLL TR inh	B2AR arrestin	TRPV1 agonist	USP2a block	KCNH2 3.1 inh	GALK inhibitor	hERG WT inh
Cc1ccc(NC(=O)/C=C2\NC(=O)CS2)cc1	1.8	-25.5	50.7%[activator]	2.2%	9.0%	-0.1%	?	0.8%	-8.1	1.5%	2.3
COc1cc(/C=C2\SC(=O)N(CCNC(=O)c3cnc(C)cn3)C2=O)cc(OC)c1OC	0.6	4.1	-1.5%	25.6%	-0.3%	0.2%	0.5	1.6%	-4.0	-2.0%	-0.1
COc1ccc(N(C(=O)Cc2cccs2)C(C(=O)NC2CCCC2)c2ccncc2)cc1 (stereo not given)	-2.3	-5.4	-1.4%	.	.	-0.1%	2.7	3.7%	23.7	-1.9%	5.0
COc1ccc(C2NC(=O)NC3=C2CCc2ccccc23)cc1 (stereo not given)	-7.1	3.7	7.3%	1.3%	-0.4%	2.6%	-3.6	0.1%	-28.4	1.8%	-4.6
O=C(Cc1noc2ccccc12)NNC(=S)Nc1ccccc1	0.7	5.3	0.9%	-0.4%	11.9%	-0.5%	0.4	-1.4%	1.2	4.6%	-22.4
O=C(NCC1CCCO1)c1ccccc1-c1nc(-c2ccccc2F)no1 (stereo not given)	-0.2	-16.8	0.1%	.	0.2%	0.1%	3.0	3.0%	8.6	0.4%	-5.2
Cc1ccc(S(=O)(=O)/N=C2/NC(=O)/C(=C/c3ccccc3)S2)cc1	17.3	-24.8	21.5%	0.1%	?	0.2%	0.0	2.2%	-10.0	-17.9%	-2.8
COc1ccc(S(=O)(=O)N2CCC(C(=O)NC(C)CCc3ccccc3)CC2)cc1 (stereo not given)	5.9	-0.3	-3.7%	3.3%	-18.4%	0.2%	10.7	-3.3%	0.1	15.1%	7.1
N#Cc1ccc(CN2CCN(C(=O)c3ccccc3)CC2)c(Cl)c1	3.4	-5.3	7.8%	-3.2%	-12.1%	-0.5%	5.2	-0.7%	4.1	4.7%	18.5
COc1ccc2c(C)cc(SCC(=O)NCCN3C(=O)CSC3=O)nc2c1	2.1	1.9	15.5%	23.6%	2.9%	0.0%	-1.2	3.2%	13.6	0.7%	-10.8
CCOC(=O)C1C(c2ccc(Cl)cc2)NC(=S)NC1(O)C(F)(F)F (stereo not given)	2.3	1.1	0.3%	-2.8%	4.8%	-0.1%	-5.9	-8.3%	7.5	-0.1%	3.8
COc1ccc(C(=O)NCCNC(=O)c2cnccn2)cc1	-1.0	21.6	14.3%	.	6.9%	0.3%	-1.5	0.6%	-20.8	13.3%	-13.2
CCN1CCN(Cc2c(O)ccc3c2O/C(=C\c2ccccc2)C3=O)CC1	1.5	29.7	?	-2.8%	?	0.1%	1.5	?	0.6	-0.5%	i
O=C(O)CCSc1nnc(CNc2ccc(Cl)cc2)n1Cc1ccccc1	15.2	-22.7	1.0%	6.1%	-0.1%	-0.2%	2.0	0.6%	-11.5	.	-6.4
Cc1cc(C)cc(N(CC(=O)NC(C)(C)C)C(=O)CCC(=O)Nc2ccccn2)c1	0.4	-25.7	-6.0%	-0.9%[11.5 µM]	1.0%	-0.3%	-3.2	2.2%	4.8	8.0%	-4.4
CN(Cc1ccon1)C(=O)c1ccc2nc(Cc3cccc(Cl)c3)oc2c1	3.4	11.7	-13.9%	1.2%[0.46 µM]	-7.6%	0.1%	3.5	0.6%	-1.0	-1.3%	1.6
COc1cc2c(cc1NC(=O)c1cccc(F)c1)CCCC2	1.5	-7.2	8.7%	-2.9%	-4.5%	-0.9%	0.6	-0.3%	-3.0	1.0%	-8.1
O=C(COC(=O)Cc1ccc([N+](=O)[O-])cc1)NCc1ccc2c(c1)OCO2	.	6.7	.	.	.	-0.2%	.	0.6%	-27.4	.	-18.8
CCCCSCCCNC(=O)CCCN1C(=O)c2ccccc2Sc2ncccc21	-4.0	-9.2	2.3%	.	?	0.1%	-0.7	3.6%	11.9	.	6.8
CCN(CC)c1ccc(/C=N/OCC(=O)Nc2cccc(C)c2)cc1	2.9	-1.4	?	-1.9%	-13.4%	0.2%	14.9	0.2%	-32.1	-2.5%	21.0
CCC(Sc1nnc2c3ccccc3n(CC)c2n1)C(=O)Nc1sc2c(c1C#N)CCCC2 (stereo not given)	2.9	-10.4	10.9%	0.8%	-18.1%	0.4%	5.0	-1.2%	9.6	-0.5%	-5.0
NC(=O)COC(=O)CC(c1ccccc1)c1ccccc1	0.3	-14.6	-9.0%	1.1%	-10.7%	-1.0%	25.1	-0.6%	-94.1*	13.4%	8.3
CN(C)c1ccc(S(=O)(=O)NCC(=O)OCC(=O)Nc2cccc(Cl)c2)cc1[N+](=O)[O-]	2.4	-3.2	23.9%	4.7%	3.3%	-1.8%	-1.4	3.0%	-2.5	0.9%	9.8
Nc1nc2sc3c(c2c(=O)s1)CCCC3	-5.3	4.8	-0.4%	-4.7%	-2.4%	-0.5%	-2.2	4.6%	-5.1	-0.4%	-21.0
COc1cc(CN2CCCC(C(=O)c3ccc(SC)cc3)C2)cc(Cl)c1O (stereo not given)	-0.7	7.1	14.6%	1.6%	11.6%	-0.7%	3.0	-4.4%	?	3.4%	5.0
Cc1ccc(C(CC(N)=O)c2ccco2)cc1 (stereo not given)	0.1	5.0	1.9%	6.1%	23.7%	-0.3%	1.5	2.3%	4.0	-1.3%	-0.1
COc1ccc(-c2cc(C)no2)cc1S(=O)(=O)NCC(C)c1ccccc1 (stereo not given)	.	14.2	54.2%[activator]	.	.	-0.2%	-0.6	-0.1%	-4.7	-7.3%	-2.3
O=C(Cn1cc([N+](=O)[O-])cn1)N1N=C(C(F)F)CC1(O)C(F)F (stereo not given)	0.6	-1.1	-1.2%	-6.6%	-0.8%	-0.4%	2.7	1.2%	5.9	0.0%	0.5
CC(C)(C)c1cccc(P(=O)(c2ccccc2)c2ccccc2)c1O	5.3	-8.1	3.5%	-5.2%	.	-1.0%	.	2.2%	7.1	-2.1%	12.3
C/C(=N\NC(=O)CNC(=O)C1COc2ccccc2O1)c1ccco1 (stereo not given)	0.2	-2.6	2.3%	.	25.2%	-0.5%	4.9	4.4%	-12.7	-4.7%	0.3
CS(=O)(=O)N1N=C(c2cccs2)CC1c1ccco1 (stereo not given)	1.1	-3.3	5.8%	4.4%	?	0.0%	-1.9	-0.6%	2.0	6.1%	-5.7
Cc1ccccc1NC(=O)c1cc(S(=O)(=O)c2ccccc2)ccc1Cl	0.9	-8.8	10.1%	3.1%	-6.3%	-0.1%	14.2	2.0%	-1.8	-2.9%	10.0
CCOC(=O)C1CCN(C(=O)CN2C(=O)c3ccccc3Sc3ncccc32)CC1	5.1	19.3	13.0%	10.3%	-10.3%	-0.6%	-0.4	0.3%	-3.0	1.0%	-10.6
COc1ccc(-n2nnnc2S(=O)(=O)Cc2ccc(C(=O)O)cc2)cc1	0.9	-5.2	15.9%	-19.8%	-0.1%	-0.5%	5.5	0.0%	9.0	0.2%	-8.6
CNC(=S)Nc1cccc(-c2cnc3ccccc3n2)c1	-1.3	-5.1	-5.4%	.	42.7%[activator]	0.1%	13.2	-3.5%	-4.3	0.7%	11.9
C/C(=C\c1ccccc1)C(=O)NCCCn1ccnc1	3.6	-16.3	17.2%	-0.2%	9.6%	0.1%	4.0	1.5%	-1.2	-2.6%	.
COc1cccc(C(=O)NCCS(=O)(=O)N(C)C2CCCCC2)c1	.	-20.0	.	.	.	0.4%	6.0	0.5%	-2.7	.	-0.4
Cc1ccc(C(=O)N2CCCCC2)cc1S(=O)(=O)N1CCCC1	.	3.5	1.2%	-5.6%	.	-0.5%	3.9	3.7%	6.6	-9.6%	-2.6
CCCc1cc(N2CCC(C(N)=O)CC2)nc(-c2ccccc2)n1	2.5	12.5	-5.1%	?	-2.0%	0.1%	?	0.4%	5.0	2.6%	-2.5
COC(=O)[C@@H]1[C@@H](C)N(Cc2ccccc2)C(=O)N[C@H]1c1cccc(C(F)(F)F)c1	-2.1&2.5	-20.9	-8.3%	0.0%[11.5 µM]	-10.5%[11.7 µM]	-0.3%	13.6	8.1%	-6.9	0.7%	3.9

Assay outcomes deposited in PubChem by National Center for Advancing Translational Sciences (NCATS).

The list is partial; count on the stated rates, not on these rows.
